Source: PubChem (several laboratories)
KOR beta-arrestin-1 – kappa opioid receptor activators – cell-based, luminescence, uHTS, primary screen (AID 1777). 280,000 compounds, 0.02% hits. KOR beta-arrestin recruitment, luminescence; higher % means a stronger effect. one-dose activation, % at 10 µM; EC50 in µM for titrated hits; in the data active = activation above about 50%, passing the limit was not always enough; note: a part of the inactive calls stands beside numbers as strong as those of hits
GPR55 activation – selective activators of receptor GPR55 – imaging, U2OS cells, beta-arrestin-GFP redistribution, primary screen (AID 1961) | U2OS GPR55 beta-arrestin-GFP redistribution imaging; higher % means a stronger effect | one-dose activation, % at 10 µM; EC50 in µM for titrated hits | 290,000 compounds, 0.048% hits;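 active = activation above 40% with more than 50 cells counted in the well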;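 note: U2OS osteosarcoma cells stably expressing GPR55 and beta-arrestin-GFP; plate controls were DMSO negative control for no effect and LPI positive control for full effect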
HEK293 NOD2/NF-kB – inhibition of NOD2-driven NF-kB reporter – cell-based, luminescence, uHTS, HEK293 (AID 1566) | HEK293 NOD2/NF-kB luciferase reporter, luminescence; higher % means a stronger effect | inhibition, % at 4 µM; hits with a dose series show EC50 in µM | 290,000 compounds, 0.63% hits; note: many of its hits are not listed in these tables
Rac1 GTP hydrolysis – MgcRacGAP GTPase-activating activity inhibitors, confirmation, biochemical, ADP Hunter fluorescence; MgcRacGAP-stimulated Rac1 GTP hydrolysis, ADP Hunter fluorescence; higher % means a stronger effect; GST-tagged Rac1 F28L mutant substrate; one-dose inhibition, % at 30 µM; IC50 in µM for titrated hits; 340,000 compounds, 0.6% hits; AID 624330;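 active = first-screen hits whose inhibition reached a set limit at any dose in the follow-up dose series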;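 note: fluorescence reports GDP produced by GAP-driven GTP hydrolysis; strong numbers were not always called active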
HIV peptide binding – inhibitors of HIV fusion peptide binding, primary screen, biochemical, uHTS, fluorescence dequenching (AID 1986); cell-free peptide binding, fluorescence dequenching, 30 min; higher % means a stronger effect; one-dose inhibition, % at 20 µM; IC50 in µM for titrated hits; 290,000 compounds, 0.3% hits; in the data active = inhibition mostly above about 52%, no sharp cut-off; inactive = mostly below about 76%; note: some results filed as inactive read as strong as hits
NOD1 NF-kB reporter – NOD1 signaling inhibitors, primary screen, cell-based, luminescence, uHTS (AID 1578); NOD1-driven NF-kB luciferase reporter cells, luminescence; higher % means a stronger effect; 290,000 compounds, 1% hits; inhibition, % at 4 µM, or EC50 in µM where a hit was titrated; in the data active = inhibition mostly above about 36%, no sharp cut-off; inactive = mostly below about 34%;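 note: HEK-293T reporter cells stimulated with the NOD1 agonist gamma-tri-DAP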
SV40 large T antigen – TAg ATPase/helicase activity blockers – biochemical (AID 1903) | inhibition, % at 20 µM; hits with a dose series show IC50 in µM | SV40 large T antigen ATPase/helicase inhibition assay; higher % means a stronger effect | 310,000 compounds, 0.39% hits; in the data active = a potency from the dose series; note: strong numbers were not always called active
GPR55 LPI antagonism – inhibition of LPI-stimulated GPR55 beta-arrestin translocation – imaging, U2OS, beta-arrestin-GFP, LPI agonist, primary screen (AID 2013); U2OS GPR55 beta-arrestin-GFP translocation imaging, LPI antagonism; higher % means a stronger effect; inhibition, % at 10 µM; hits with a dose series show IC50 in µM; 290,000 compounds, 0.13% hits;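 active = spots per cell inhibited over 60%, with over 100 cells counted and total cytoplasm intensity under 500,000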;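 note: U2OS cells stably carrying GPR55 and arrestin-GFP stimulated by 5 µM LPI near EC80; imaged beta-arrestin-GFP aggregate spots per cell after agonist stimulation; plate controls were LPI-stimulated DMSO wells for no effect and DMSO wells without LPI for full effect; some results filed as inactive read as strong as hits; confirmed hits need IC50 under 10 µM and bright autofluorescent wells are also inconclusive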
KOR beta-arrestin-2 – KOR antagonists, beta-arrestin recruitment, cell-based, luminescence, uHTS (AID 1778) | KOR beta-arrestin recruitment, luminescence, antagonist mode; higher % means a stronger effect | one-dose inhibition, % at 10 µM; IC50 in µM for titrated hits | 290,000 compounds, 0.091% hits; note: strong numbers were not always called active
Starred values were filed as active, the others as inactive; / = no result given; [ ] = remark or other dose. Cut-off read from the data, not from the text of the source, unless noted: active = inhibition above about 50%; inactive = the rest.

KOR beta-arrestin-1 | Rac1 GTP hydrolysis | HEK293 NOD2/NF-kB | GPR55 LPI antagonism | HIV peptide binding | NOD1 NF-kB reporter | KOR beta-arrestin-2 | GPR55 activation | SV40 large T antigen | Compound
-0.8% | 8.6% | 8.9% | -25.2% | 0.0% | -2.8% | -5.8% | -0.1% | 10.3% | CCC(C)c1ccc(S(=O)(=O)N2CCN3CCCC3C2)cc1 (stereo not drawn)
16.3% | 12.4% | 1.5% | 18.4% | 1.0% | -24.1% | -11.6% | 0.0% | 6.2% | CCOc1ccc(N2C(=O)c3cccnc3C2Nc2ccc(OC)cc2)cc1 (stereo not drawn)
/ | / | 26.8% | -12.5% | 17.1% | 5.4% | 13.2%[20 µM] | -0.1% | 15.7% | CCc1ccc(N2CC(C(=O)N/N=C/c3cc([N+](=O)[O-])ccc3O)CC2=O)cc1 (stereo not drawn)
10.3% | 4.8% | 30.4% | -9.8% | -0.1% | 29.6% | -28.6% | -0.1% | 11.8% | O=C(Nc1sc2c(c1C(=O)NCc1cccnc1)CCCC2)c1ccco1
-3.9% | -1.9% | -0.2% | 8.5% | -2.0% | 15.1% | -70.3% | -0.1% | 6.8% | Cn1cccc1C(=O)NC(=O)COC(=O)c1ccccc1O
7.0% | 7.5% | 14.8% | -3.7% | -0.1% | 3.6% | -9.6% | 0.2% | 3.0% | Cc1ccc2cc(CN(c3ccc(C)c(C)c3)S(C)(=O)=O)c(=O)[nH]c2c1
0.8% | 5.1% | -4.5% | -2.7% | -0.6% | -50.3% | -21.0% | 0.4% | -2.8% | COc1ccc(C(=O)NCC(=O)N/N=C/c2ccc(C)o2)cc1OC
-4.3% | 12.3% | 4.8% | -1.5% | 0.3% | -8.8% | -34.8% | 0.2% | 2.7% | CC(=O)c1ccc(NS(=O)(=O)c2cc3c(cc2C)N(C(C)=O)CCO3)cc1
2.2% | 8.1% | 19.1% | -3.1% | 2.2% | 4.4% | -5.3% | -0.3% | 29.9% | CN1C(c2ccc(F)cc2)=CS/C1=C(/C#N)c1nnc(N2CCOCC2)n1-c1ccccc1
0.3% | 5.1% | -6.7% | 5.3% | 1.0% | -13.6% | -2.9% | 0.0% | 1.1% | O=C(O)C1C2CCC(C2)C1C(=O)Nc1cccc([N+](=O)[O-])c1 (stereo not drawn)
-1.2% | 49.6µM* | 0.6% | -4.9% | 1.9% | -21.3% | -12.5%[20 µM] | 0.3% | 27.5% | COc1cc2cc(NC(C)=O)cc(NCc3ccccc3)c2cc1OC
0.6% | 8.5% | -23.7% | 10.0% | -1.8% | -11.5% | -1.0% | -0.2% | 8.6% | CCc1ccc2c(c1)[C@H]1OCC[C@H]1[C@@H](c1cccs1)N2
2.3% | 8.0% | -16.0% | -0.9% | 0.2% | -17.2% | -3.8% | 0.0% | 18.1% | Cc1cnc(-c2nnc(N(C)C(=O)C3CCOC3)s2)cn1 (stereo not drawn)
2.9% | 7.0% | 15.8% | 25.1% | -0.9% | -27.1% | -5.7% | -0.1% | 4.0% | CCn1c(Cc2c(C)[nH]c3ccccc23)nnc1SCC(=O)NCc1ccccc1
10.5% | 0.9% | 3.2% | -5.9% | 0.9% | -21.3% | -70.5% | -0.3% | 7.9% | CCOC(=O)N1CCN(CC(O)COc2ccc(OC)cc2C(C)(C)C)CC1 (stereo not drawn)
1.2% | 6.5% | 47.2% | -5.0% | -4.7% | -18.1% | 4.7% | 0.3% | 1.4% | CCn1cc(Br)c(C(=O)Nc2sc3c(c2C(N)=O)CCCC3)n1
1.1% | 3.8% | -9.2% | 3.0% | -1.4% | -1.1% | -27.8% | 0.0% | 11.9% | O=C(NC12CC3CC(CC(C3)C1)C2)c1cc(F)c(F)c(F)c1F
-2.7% | 11.3% | / | 10.8% | -2.9% | / | 26.4% | -0.3% | 16.3% | Cc1cc(C=O)c(C)n1-c1ccc(N2CCCCC2)c([N+](=O)[O-])c1
1.8% | 0.2% | -2.3% | 4.2% | 0.9% | 7.6% | 13.9% | -0.1% | -4.3% | CC1(C)C(=O)C2(CCCCC2)C(=O)OC1c1cccs1 (stereo not drawn)
0.1% | 4.4% | -6.1% | 18.9% | 0.1% | 7.4% | -22.0% | 0.2% | 17.8% | COC(=O)C1C(=O)C2=C(CC1C)NC(C)=C(C(=O)OC(C)C)C2c1ccc(C)o1 (stereo not drawn)
2.8% | 7.3% | 9.0% | -24.5% | -0.5% | 4.4% | -12.9% | -0.1% | 8.4% | Cc1onc(-c2ccccc2)c1C(=O)N/N=C/c1c(F)cccc1Cl
0.0% | 5.8% | -2.8% | -1.6% | -2.6% | 21.3% | 0.1% | -0.2% | -7.0% | CC(C)C(NC(=O)c1ccccc1F)C(=O)NCc1ccc(F)cc1 (stereo not drawn)
-2.7% | 8.2% | 18.9% | 6.3% | -0.7% | -24.4% | -4.4% | -0.2% | -4.5% | Cc1ccc(-n2c(SCC(=O)Nc3cccc(S(=O)(=O)NC4=NCCCCC4)c3)nc3ccccc3c2=O)cc1
-4.7% | 6.5% | 5.3% | 6.5% | 4.8% | 1.9% | -16.0% | -0.1% | 10.4% | CC(C)c1nc2oc3c(NCC4CCCO4)ncnc3c2c2c1COC(C)(C)C2 (stereo not drawn)
3.6% | 10.6% | 8.1% | -5.1% | -0.5% | -6.9% | 11.3% | -0.3% | -3.7% | CCOC(=O)C1CCN(C(=O)CN(c2ccc(Oc3ccccc3)cc2)S(C)(=O)=O)CC1
0.3% | 11.4% | 5.9% | -4.7% | 1.7% | 8.0% | -9.6% | 0.2% | 11.8% | O=C(Nc1ccc(N2CCCC2)cc1)C(c1ccccc1)c1ccccc1
-6.5% | 7.5% | -8.0% | -2.3% | -1.5% | -24.2% | -11.4%[20 µM] | -0.1% | 3.8% | COCC1CCCC1OS(N)(=O)=O (stereo not drawn)
-3.7% | 7.8% | 6.2% | 6.5% | -1.5% | -18.7% | 9.9%[20 µM] | 0.3% | 15.7% | Cc1ccccc1C(=O)NNC(=O)c1ccncc1
-0.3% | 2.8% | 10.3% | 11.3% | 1.7% | -12.2% | 10.2% | -0.1% | 4.9% | O=C(C(=O)N1CCN(c2ccccc2)CC1)c1cn(CC(=O)N2CCCCCC2)c2ccccc12
1.2% | -25.0% | -160.0% | 8.9% | -1.6% | -15.2% | -12.7% | 0.1% | 36.0% | Cc1cc(Cl)ccc1NNC(=O)c1snnc1C

The final three records of the section before are carried over, then new ones follow.
KOR beta-arrestin-1 | Rac1 GTP hydrolysis | HEK293 NOD2/NF-kB | GPR55 LPI antagonism | HIV peptide binding | NOD1 NF-kB reporter | KOR beta-arrestin-2 | GPR55 activation | SV40 large T antigen | Compound
-3.7% | 7.8% | 6.2% | 6.5% | -1.5% | -18.7% | 9.9%[20 µM] | 0.3% | 15.7% | Cc1ccccc1C(=O)NNC(=O)c1ccncc1
-0.3% | 2.8% | 10.3% | 11.3% | 1.7% | -12.2% | 10.2% | -0.1% | 4.9% | O=C(C(=O)N1CCN(c2ccccc2)CC1)c1cn(CC(=O)N2CCCCCC2)c2ccccc12
1.2% | -25.0% | -160.0% | 8.9% | -1.6% | -15.2% | -12.7% | 0.1% | 36.0% | Cc1cc(Cl)ccc1NNC(=O)c1snnc1C
2.9% | 10.9% | 12.1% | 0.8% | 1.0% | 1.4% | 23.8% | 0.4% | -0.1% | CS(=O)(=O)N(CC(=O)NCc1ccccn1)Cc1ccc(Cl)cc1
0.5% | -0.2% | -8.8% | 20.0% | 31.2% | -6.9% | -22.4% | -0.1% | -2.3% | Cc1ccc(N(C(=O)CNC(=O)c2ccco2)C(C(=O)NC2CCCC2)c2cccnc2)cc1C (stereo not drawn)
1.1% | 10.2% | -67.4% | 9.0% | 1.1% | -48.4% | 11.7% | -0.1% | 8.4% | Cc1cc(C)n2nc(C(=O)Nc3ccc4c(c3)OCO4)cc2n1
3.8% | 4.2% | -0.7% | -9.6% | 0.6% | -36.5% | -53.9% | -0.3% | 6.8% | O=c1c2ccccc2c(-c2ccccc2)nn1-c1ccccn1
0.7% | 7.9% | 18.7% | 1.9% | 4.0% | 12.8% | -11.9% | 0.0% | 4.6% | CCCSc1nc(SCC(=O)NCc2ccccc2)c2c3c(sc2n1)COC(C)(CC)C3 (stereo not drawn)
9.2% | -0.8% | -74.6% | 4.7% | 9.4% | -72.8% | -27.7% | -0.8% | 2.6% | CCCn1c(O)c(N=Nc2ccc3ccccc3n2)c2ccccc21
5.7% | 21.9% | 45.5% | 13.4% | 1.9% | 10.9% | 20.7%[20 µM] | 0.2% | 16.3% | COC(=O)N1C(=O)[C@@](c2ccccc2)(C2CCCC2)N1C(=O)OC
-3.7% | 6.5% | -9.3% | 2.4% | 0.8% | -26.0% | 29.8% | 0.3% | 4.3% | COc1ccccc1OCC(=O)Nc1cc(C)ccc1NC(=O)c1ccco1
-4.6% | 1.7% | 11.8% | -10.6% | -2.3% | -39.6% | -3.1% | 0.2% | -2.4% | CC(OC(=O)c1ccccc1)C(=O)NCCC1=CCCCC1 (stereo not drawn)
-1.9% | 2.5% | -23.3% | 5.9% | -2.4% | 10.3% | -26.1% | -0.1% | -2.6% | CS(=O)(=O)N(CC(=O)N1CCc2ccccc2C1)Cc1ccc(Cl)cc1
7.2% | 0.9% | -69.7% | -11.6% | 2.6% | -49.9% | -64.2% | -0.3% | 4.5% | O=C(Nc1cccnc1)c1cc(-c2ccc(F)cc2)on1
1.6% | -6.9% | -59.4% | -2.0% | 2.0% | -34.4% | -16.4% | -0.1% | 8.1% | c1ccc(CNc2ncnc3c2oc2ccccc23)nc1
-0.1% | -11.4% | -18.5% | -6.0% | -1.4% | 13.5% | -61.8% | 0.5% | 3.2% | O=C(CN1CCN(S(=O)(=O)c2ccc3ccccc3c2)CC1)Nc1ccc2c(c1)CCC2
-0.3% | 5.2% | -0.3% | 13.1% | 1.6% | -22.1% | 10.1% | -0.2% | 2.6% | COc1ccccc1OCc1ccc(C(=O)N/N=C/c2ccco2)cc1
0.7% | 12.2% | 49.8% | 7.7% | 1.1% | 21.9% | -10.8% | -0.1% | 26.8% | Cc1ccc(NC(=O)C2CCN(S(=O)(=O)c3ccc(N4CCCC4=O)cc3)CC2)cc1Cl
-1.6% | 11.5% | 6.3% | 5.5% | -2.0% | -8.0% | -1.6% | 0.0% | 10.1% | CCOC(=O)N1CCC(N2Cc3cccc(C(=O)Nc4cccc(F)c4)c3C2=O)CC1
4.3% | 1.2% | 4.1% | 13.3% | 0.6% | -36.4% | -17.7% | 0.3% | 2.6% | O=C(CN1CCC(O)(c2ccccc2)CC1)Nc1ccc2c(c1)OCCO2

A portion of the library, so the mix of outcomes need not match the whole.
